FEN1 inh: blocks human flap endonuclease 1; Potency, µM (doses to about 114 µM), for the others: at the highest dose activity change, negative = inhibition, actives largely listed as inhibitors; AID 588795; P39748; 390,000 tested, 0.35% active; Recombinant FEN1 flap cleavage, fluorescence, 15 min; further: nearly all actives have a fitted effect of over 65% in size
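Recombinant FEN1 (10 nM) was preincubated with pin-transferred compounds for 15 min at room temperature, then flap DNA substrate (50 nM final) was added. Plates were read at 0 and 15 min, and normalized concentration–response data were fitted to a four-parameter Hill equation.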
N370S GC mod: inhibitors or activators of N370S glucocerebrosidase for Gaucher disease | N370S GC spleen homogenate, 4MU-glucoside fluorescence | P04062 | AID 2101 | Potency, µM (series often up to 59.4 µM), without a hit: at the highest dose activity change, negative = inhibition, usual class: inhibitors | 330,000 tested, 0.092% active;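 further: 0% = full enzyme activity and -100% = no enzyme basal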
KAT2A inh: inhibitors of human GCN5L2 histone acetyltransferase | Q92830 | GCN5L2 HAT assay, ThioGlo1 CoA-SH fluorescence | Potency, µM (doses to about 58.9 µM), for the others: top-dose activity change, negative = inhibition, hits mostly inhibitors | 390,000 tested, 0.21% active | AID 504327
Target sequence (Q92830 whole entry, looked up): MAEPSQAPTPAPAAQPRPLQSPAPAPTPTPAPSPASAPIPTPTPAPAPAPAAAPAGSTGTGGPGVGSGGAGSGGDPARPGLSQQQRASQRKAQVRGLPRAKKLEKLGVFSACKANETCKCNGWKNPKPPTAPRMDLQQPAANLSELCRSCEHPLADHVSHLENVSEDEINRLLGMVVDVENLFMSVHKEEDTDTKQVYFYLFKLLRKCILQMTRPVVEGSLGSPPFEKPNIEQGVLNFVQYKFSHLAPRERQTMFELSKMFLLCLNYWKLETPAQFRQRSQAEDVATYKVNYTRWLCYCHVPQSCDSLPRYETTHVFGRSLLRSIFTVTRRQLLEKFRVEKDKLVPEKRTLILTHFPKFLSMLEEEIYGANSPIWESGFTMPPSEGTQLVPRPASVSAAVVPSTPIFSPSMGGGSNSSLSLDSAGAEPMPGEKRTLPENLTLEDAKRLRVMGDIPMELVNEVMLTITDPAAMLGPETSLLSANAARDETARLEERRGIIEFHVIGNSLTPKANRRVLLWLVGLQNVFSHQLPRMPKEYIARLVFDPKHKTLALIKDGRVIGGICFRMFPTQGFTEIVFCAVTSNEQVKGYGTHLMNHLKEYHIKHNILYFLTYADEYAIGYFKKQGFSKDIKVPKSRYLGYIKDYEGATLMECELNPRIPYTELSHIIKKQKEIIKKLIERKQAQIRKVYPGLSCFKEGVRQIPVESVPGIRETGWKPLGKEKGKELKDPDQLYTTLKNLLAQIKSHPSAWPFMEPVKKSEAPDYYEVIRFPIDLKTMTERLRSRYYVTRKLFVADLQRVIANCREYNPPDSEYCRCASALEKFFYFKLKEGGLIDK
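Titration-based screen in which CoA formation is detected via maleimide probe ThioGlo1 (50uM) turning fluorescent on thiol reaction; substrates H3(1-25) 75uM and acetyl-CoA 70uM, GCN5L2 20nM, 20 min incubation at room temperature.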
Starred values were filed as active, the others as inactive; ? = inconclusive; . = no result given; & = joins results of further samples; [ ] = another dose, or the depositor's remark. The call rests on the fitted dose curve; in most records, active means well fitted curve in the direction sought with a large enough effect; inconclusive means small, poorly fitted or top-dose-only effect, or another doubt; inactive means no such curve, though single readings can be large; an effect the other way counts as inactive or inconclusive. Unless noted, on the % scale 0 is the no-effect control and ±100 the full control effect; potency means the concentration at half of the fitted maximal effect.

SMILES	FEN1 inh	N370S GC mod	KAT2A inh
C#CCOCCOCCOCCNc1nc(N2CCN(C(=O)[C@H](Cc3cc4ccccc4[nH]3)n3cc(C(N)CC(C)C)nn3)CC2)nc(N2CCN(C(=O)[C@H](CCC(=O)O)n3cc(C(N)[C@H](C)CC)nn3)CC2)n1 (stereo partly drawn)	-8.7%	0.6%	2.2%
Cc1ccc(S(=O)(=O)N2CCC(=O)N(CCOCc3ccc(F)cc3)CC2)cc1	-2.6%	0.6%	-5.9%
C/C(=C\c1ccccc1)C(=O)NCc1ccco1	2.0%	-18.3%	-7.9%
CCOC(=O)CN1C(=O)S/C(=C\c2ccc3c(c2)OCO3)C1=O	13.2%	-3.3%	-15.4%
CCn1cc(C2=NC(C(C)C)CO2)c2ccccc21 (stereo not drawn)	-14.7%	0.9%	-1.6%
Cc1cccc(NC(=O)C2CCCN(S(=O)(=O)c3cccc4nonc34)C2)c1C (stereo not drawn)	10.3%	.	-20.3%
O=C(N/N=C/c1c[nH]c2ccccc12)c1ccn(Cc2ccc(Cl)cc2)n1	?	.	-6.9%
Cc1cc(C)n2nc(C(=O)N/N=C/c3cccc(Cl)c3)nc2n1	15.1%	-1.9%	-2.2%
O=C1c2[nH]nc(-c3ccccc3O)c2C(c2ccccc2F)N1Cc1ccco1 (stereo not drawn)	-3.9%	18.2%	-9.8%
O=C(c1ccc(F)cc1)N1CCCC(N2CCN(Cc3ccc4c(c3)OCO4)CC2)C1 (stereo not drawn)	20.2%	2.0%	-0.5%
N#C/C(=C\c1c(Oc2ccc(Cl)cc2)nc2ccccn2c1=O)C(=O)NC1CCS(=O)(=O)C1 (stereo not drawn)	-9.6%	?	-5.1%
CCNC(=O)N(CC)C[C@H]1N[C@@](CC)(C(=O)OC)[C@H]2C(=O)N(Cc3ccccc3)C(=O)[C@@H]12	-10.5%	.	0.7%
Cc1sc2ncn(CC(=O)OCC(=O)NC(C)(C)C)c(=O)c2c1C	-1.1%	-0.4%	-4.3%
C=C1c2ccc(C)cc2NC(=O)N1c1ccccc1	-0.2%	4.5%	-2.4%
CCOc1ccc(C2NCCc3cc(OC)c(OC)cc32)cc1OC (stereo not drawn)	-3.6%	0.1%	-18.9%
CCN1CCN(CCc2nc3cc([N+](=O)[O-])ccc3n2C)CC1	4.1%	3.6%	-1.3%
Nc1cc(S(=O)(=O)Nc2ccccc2Cl)ccc1N1CCCCC1	-23.5%	.	-27.6%
COCCN1Cc2cccc(C(=O)NC(C)CCc3ccco3)c2C1=O (stereo not drawn)	13.2%	-15.6%	-4.1%
CN(C)S(=O)(=O)c1ccc(C(=O)OCC(=O)Nc2cccnc2Cl)cc1	1.9%	6.7%	-0.5%
Cc1noc(C)c1COc1ccc(C(=O)NCCc2ccccn2)cc1	1.5%	-3.5%	-3.3%
CNC(=S)N1N=C(c2cccs2)CC1c1ccc(OC)cc1 (stereo not drawn)	-2.9%	-11.0%	0.3%
N#C/C(=C\c1ccc(Br)cc1)c1nc(-c2cc3cc(Br)ccc3oc2=O)cs1	-35.3%	.	-0.9%
O=C(COC(=O)c1cc2ccccc2o1)NCc1ccco1	-11.9%	.	0.3%
CC(C)[C@H](NC(=O)N1CCn2c1nc1ccccc12)C(=O)NCc1ccco1	-2.6%	-0.7%	-0.5%
Cc1cccc(CNC(=O)c2ccc(Cn3c(SCc4ccccc4)nc4cccnc43)cc2)c1	7.1%	.	-9.0%
O=C(CCNC(=O)C1CCN(S(=O)(=O)c2ccc(F)cc2)CC1)NCc1ccc(F)cc1	13.9%	-12.9%	-4.8%
Cc1ccc(S(=O)(=O)NC2=NCN(Cc3ccccc3)CN2)cc1	-13.1%	2.2%	-22.1%
O=C(CCc1ccccc1)NNC(=O)c1ccccc1Br	-3.5%	-1.4%	-3.3%
Cn1cccc1/C=N\NC(=O)c1cncc(Br)c1	-1.6%	-0.8%	-6.4%
Cc1cn(C2CCC(CO)O2)c(=O)[nH]c1=O (stereo not drawn)	1.5%	-8.2%&-3.8%	1.2%&2.7%
CCN(C(=O)C1CC1)C1CCS(=O)(=O)C1 (stereo not drawn)	-6.9%	-2.8%	-1.6%
CC(CCN(C)C)OC(=O)c1ccc(C(C)c2ccccc2)o1 (stereo not drawn)	-0.4%	-4.3%	-4.3%
CCCCCc1c(C)[nH]c2nc3ccccc3n2c1=O	-7.8%	-5.7%	?
Cc1ccc2oc(=O)c3cc(C(=O)Nc4ccccc4C(N)=O)sc3c2c1	-12.2%	.	1.7%
O=C(N/N=C/C=C/c1cccc([N+](=O)[O-])c1)c1ccncc1	-4.3%	5.3%	?
CC(O)[C@H]1CNC(=S)N1CCc1cccc(F)c1 (stereo partly drawn)	1.5%	-3.5%	-12.7%
COc1cc(C)ccc1OCc1cc(C(=O)NC(C)Cn2cncn2)no1 (stereo not drawn)	3.7%	-21.5%	-30.0%
NCCC[C@H](N)CC(=O)N[C@H]1CNC(=O)[C@@H]([C@@H]2C[C@H](O)N=C(N)N2)NC(=O)/C(=C/NC(N)=O)NC(=O)[C@@H](CO)NC(=O)[C@@H](CO)NC1=O	.	13.5%[21.6 µM]	8.0%[21.4 µM]
CSCCC(NS(=O)(=O)c1ccc2c(c1)oc(=O)n2C)C(=O)N1CCN(c2cc(Cl)ccc2C)CC1 (stereo not drawn)	-4.3%	.	-4.1%
Cc1ccc(S(=O)(=O)N(C)c2ccccc2C(=O)N2CCCC2)cc1	-11.1%	-6.2%	-4.1%
Cc1ccccc1NC(=O)Cn1cnc2c(oc3ccccc32)c1=O	-5.2%	-1.1%	-0.6%
Cc1ccc(C)c(NC(=O)c2ccc(S(=O)(=O)C(F)F)cc2)c1	0.8%	0.8%	2.8%
COc1ccc([C@@H](C)NC(=O)c2ccc3oc(C(C)C)nc3c2)cc1	-6.5%	-0.4%	-2.4%
O=C(COC(=O)CC1CC2CCC1C2)NC(=O)NC1CCCC1 (stereo not drawn)	0.6%	-15.8%	-0.2%
O=C(CN1C(=O)/C(=C/c2ccc(F)cc2)SC1=S)N1CCN(CCc2ccccn2)CC1	10.4%	-20.8%	-3.6%
C[C@@H]1C=C(C(=O)NCc2nc3ccccc3[nH]2)O[C@H](OCc2ccc(CO)cc2)C1	-3.0%	10.8%	-3.1%
CCOc1ccc(C(=O)CCC(=O)N(CC)CC(=O)NCc2cccs2)cc1	-0.7%	-3.0%	-17.5%
Cc1ccc2nc3c(cc(C(=O)NCC4CCCO4)c(=N)n3CC3CCCO3)c(=O)n2c1 (stereo not drawn)	-7.7%	?	-0.4%
CCN(CC)c1cc(C)c2cc(NC(=O)c3cccc(OC)c3)ccc2n1	2.1%	.	-16.5%
COc1cccc(/C=N/NC(=O)c2ccoc2C)c1O	-0.6%	4.0%	-5.3%
O=C(O)c1cccc(NC2=C(N3CCOCC3)C(=O)c3ccccc3C2=O)c1	-3.5%	-1.3%	10.7%
CCOc1ccc(CO[C@@H]2O[C@H](CO)[C@@H](O)[C@H](O)[C@H]2NC(C)=O)cc1OC	0.4%	-9.1%	-14.8%
CCCc1c(C(=O)NNc2ccccc2OC)cnn1-c1ccccc1	7.4%	-11.5%	0.5%
COc1ccc(-n2cnc3cc(N)ccc32)cc1	-0.5%	-4.9%	0.1%
COc1cccc(NC(=O)CSc2nnc(CNC(=O)c3ccccc3F)o2)c1	-0.8%	5.7%	1.5%
COc1ccc(OC)c(S(=O)(=O)Nc2ccc(-c3ccc4nnc(C)n4n3)cc2)c1	-3.6%	-0.3%	1.1%

Following part:
SMILES	FEN1 inh	N370S GC mod	KAT2A inh
COc1cc(OC)c(C(=O)NNC(=O)c2ccccc2-n2cccc2)cc1OC	2.6%	.	0.5%
O=C(N/N=C/c1ccc[nH]1)c1sc2ccccc2c1Cl	-13.0%	28.6%	3.0%
Cc1ccc(CN/C=C/C(=O)c2ccc(Br)cc2)cc1	2.8%	13.2%	-6.6%
C=CCNC(=O)c1ccccc1NC(=O)C1CC(=O)N(C(C)C)C1 (stereo not drawn)	2.0%	-12.4%	0.1%
COc1ccc(C(=O)Nc2ccc(N3CCN(c4ccc(OC)cc4)CC3)c(C#N)c2)cc1	-1.3%	?	0.6%
CCc1cc[n+](-c2nc3ccccc3nc2[N-]S(=O)(=O)c2ccc(Br)s2)cc1	-0.8%	10.7%	-5.0%
CCOc1cc(C2C(C#N)=C(N)OC(C)=C2C(C)=O)c(Br)c(Br)c1OC(C)C (stereo not drawn)	-6.3%	-6.6%	1.9%
COc1cccc(-n2c(C)nn(CCOc3ccccc3)c2=O)c1	3.1%	1.3%	-1.6%
O=C(CCNC(=O)c1ccccc1Cl)NCC(c1ccco1)N1CCCC1 (stereo not drawn)	6.3%	-3.5%	-4.3%
COc1ccc(NC(=O)c2c(C(F)(F)F)nn(C)c2SCc2ccccc2Cl)cc1	-3.9%	3.7%	-12.1%
O=C(NCC1CCCO1)c1cccc(S(=O)(=O)N(Cc2ccccc2)c2ccccc2)c1 (stereo not drawn)	7.5%	2.7%	-1.1%
COC(=O)CC1Nc2ccccc2SC1=O (stereo not drawn)	1.2%	-1.2%	-8.7%[0.501 µM]
COc1ccc(C(CNC(=O)C2COc3ccccc3O2)N2CCCC2)cc1 (stereo not drawn)	-2.7%	.	-1.3%
COc1ccc2c(=O)c3c(=O)n(Cc4ccco4)c(-c4ccco4)nc3oc2c1	?	3.2%	-5.5%
CCOC(=O)Cn1nc(C)c(NC(=O)c2ccc(Cl)c([N+](=O)[O-])c2)c1C	20.2%	4.2%	20.4%
CC(=O)Nc1ccc(N2CCc3c(C)c(C#N)c4nc5ccccc5n4c32)cc1	.	-13.1%	-2.0%
O=C(CN(C(=O)CNC(=O)c1ccco1)c1ccc(F)c(Cl)c1)NC1CCCCC1	0.3%	-20.5%	-4.7%
CCN(CC)c1nc2ccccc2[nH]c1=O	15.3%	0.1%	-27.7%
Nc1nn(-c2ccccc2)nc1C(=O)OCc1ccccc1	-18.3%&-9.9%	21.1%	3.0%&-4.0%
COc1cc(-c2ccc(Nc3ccccc3C(=O)O)c(OC)c2)ccc1Nc1ccccc1C(=O)O	?	-14.2%	-4.2%
COc1ccccc1-c1cc(Nc2ccn[nH]2)ncn1	.	-11.4%	?
COc1ccc(C(=O)C2CCCN(C(=O)c3ccccc3C(C)=O)C2)cc1F (stereo not drawn)	-6.5%	0.7%	2.5%
CC(C)Oc1ccc(CNC(=O)c2ccc3nc(Cc4ccccc4)oc3c2)cc1	0.3%	.	-1.7%
Cc1cccc(NC(=O)CSc2nc(-c3ccccc3Cl)nc3c2Cc2c(CO)cnc(C)c2O3)c1C	-1.9%	.	-3.3%
Cc1ccc(N/C(N)=N/c2nc(CSc3nnc(N)s3)cc(=O)[nH]2)cc1	14.9%	3.0%	-6.9%
Cc1cc(NC(=O)Nc2ccccc2[N+](=O)[O-])no1	2.2%	-1.1%	-9.9%
CCN(CC)c1ccc(NC(=O)/C=C\c2ccccc2Cl)cc1	-6.0%	-2.7%	2.0%

Of the compounds above, 10 have an NH in an aromatic ring:
SMILES	FEN1 inh	N370S GC mod	KAT2A inh
C#CCOCCOCCOCCNc1nc(N2CCN(C(=O)[C@H](Cc3cc4ccccc4[nH]3)n3cc(C(N)CC(C)C)nn3)CC2)nc(N2CCN(C(=O)[C@H](CCC(=O)O)n3cc(C(N)[C@H](C)CC)nn3)CC2)n1 (stereo partly drawn)	-8.7%	0.6%	2.2%
O=C(N/N=C/c1c[nH]c2ccccc12)c1ccn(Cc2ccc(Cl)cc2)n1	?	.	-6.9%
O=C1c2[nH]nc(-c3ccccc3O)c2C(c2ccccc2F)N1Cc1ccco1 (stereo not drawn)	-3.9%	18.2%	-9.8%
Cc1cn(C2CCC(CO)O2)c(=O)[nH]c1=O (stereo not drawn)	1.5%	-8.2%&-3.8%	1.2%&2.7%
CCCCCc1c(C)[nH]c2nc3ccccc3n2c1=O	-7.8%	-5.7%	?
C[C@@H]1C=C(C(=O)NCc2nc3ccccc3[nH]2)O[C@H](OCc2ccc(CO)cc2)C1	-3.0%	10.8%	-3.1%
O=C(N/N=C/c1ccc[nH]1)c1sc2ccccc2c1Cl	-13.0%	28.6%	3.0%
CCN(CC)c1nc2ccccc2[nH]c1=O	15.3%	0.1%	-27.7%
COc1ccccc1-c1cc(Nc2ccn[nH]2)ncn1	.	-11.4%	?
Cc1ccc(N/C(N)=N/c2nc(CSc3nnc(N)s3)cc(=O)[nH]2)cc1	14.9%	3.0%	-6.9%

Screening data deposited in PubChem BioAssay by National Center for Advancing Translational Sciences (NCATS).
